15-hLO inh – blocks human 15-lipoxygenase activity; P16050; purified 15hLO-1, xylenol orange hydroperoxide absorbance; Potency, µM (doses to about 57.1 µM), inactives show at the top dose activity change, negative = inhibition, usual class: inhibitors; actives 1.4% (n = 74,000); further: potency means the concentration at half of the fitted maximal effect; on the % scale 0 is the no-effect control and ±100 the full control effect; nearly all actives have a fitted effect of over 55% in size
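Compounds were preincubated 15 min at room temperature with 40 nM purified human enzyme (25 mM Hepes pH 7.5, 0.01% Triton X-100); 50 uM arachidonic acid reacted 6 min. Fe-xylenol orange detection, 30 min, absorbance ratio 573/405 nm.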
Rhodamine autofl – rhodamine region autofluorescence | Rhodamine-region fluorescence, 547/598 nm, Tris buffer; hits give high values | actives 0.05% (n = 59,000) | max dye-equivalent concentration, M | AID 594; in the data active means max dye-equivalent concentration above about 11 nM; inconclusive means between about 1.1 nM and that limit
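Compound fluorescence in 100 mM Tris, pH 8.0, read after 15 min at room temperature with 547 nm excitation and 598 nm emission. Output is dye-equivalent concentration from an on-plate rhodamine standard series.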
Hsp90 Hop PPI – changes Hsp90-Hop TPR2A binding signal, up or down; AlphaScreen TPR2A-His6 binding biotin-Hsp90 C-terminal peptide; Potency, µM (highest dose often 57 µM), for inactives: at the top dose activity change, negative = inhibition; actives 0.44% (n = 71,000); active means well fitted curve in either direction with a large enough effect; inconclusive means small, poorly fitted or top-dose-only effect, or another doubt; further: potency means the concentration at half of the fitted maximal effect; on the % scale 0 is the no-effect control and ±100 the full control effect; many of its hits are not listed in these tables
Luciferase inh – inhibitors of firefly luciferase. actives 2.2% (n = 72,000). purified firefly luciferase, luminescence, 8 min. Potency, µM (top dose mostly 57.1 µM), without a hit: at the highest dose activity change, negative = inhibition, most hits filed as inhibitors. AID 411; further: potency means the concentration at half of the fitted maximal effect; on the % scale 0 is the no-effect control and ±100 the full control effect; nearly all actives have a fitted effect of over 40% in size
Target sequence (P08659 whole entry, looked up): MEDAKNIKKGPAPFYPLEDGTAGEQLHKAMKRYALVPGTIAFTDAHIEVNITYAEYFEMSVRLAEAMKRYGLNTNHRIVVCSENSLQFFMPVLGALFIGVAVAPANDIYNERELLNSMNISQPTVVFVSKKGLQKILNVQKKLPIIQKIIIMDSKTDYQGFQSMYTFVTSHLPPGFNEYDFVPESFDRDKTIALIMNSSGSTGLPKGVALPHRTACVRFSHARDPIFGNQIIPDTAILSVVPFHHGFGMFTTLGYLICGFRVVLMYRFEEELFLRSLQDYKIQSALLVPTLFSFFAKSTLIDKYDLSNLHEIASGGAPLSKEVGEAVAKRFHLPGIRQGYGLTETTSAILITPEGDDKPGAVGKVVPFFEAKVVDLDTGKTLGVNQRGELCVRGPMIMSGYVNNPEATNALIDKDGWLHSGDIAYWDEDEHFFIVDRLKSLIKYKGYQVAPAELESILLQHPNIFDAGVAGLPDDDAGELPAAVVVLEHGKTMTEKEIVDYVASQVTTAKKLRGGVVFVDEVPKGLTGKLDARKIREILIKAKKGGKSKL
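Here, luciferase activity is measured as luminescence following an 8 min room-temperature reaction at 10 uM ATP, pH 7.2. Every library sample is titrated.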
CRE-bla Fsk – alters forskolin-stimulated CRE reporter signaling in CHO cells; CHO CRE-bla reporter (cAMP response element driving beta-lactamase), forskolin EC10, beta-lactamase ratio; Potency, µM (doses to about 38.2 µM), without a hit: at the top dose activity change, negative = inhibition, usual class: activators; actives 2.5% (n = 71,000); AID 662; active means well fitted activation curve with a large enough effect in the signal ratio, with a control signal flat, not every such curve was filed as active; inconclusive means small, poorly fitted or top-dose-only effect, or effect the other way, or a change in a side signal; the % refers to the signal ratio; further: potency means the concentration at half of the fitted maximal effect; % of control where 0% means no effect
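Beta-lactamase reporter under a cAMP responsive element in CHO cells; compounds tested in titration series against EC10 NKH 477, 3 h at 37 °C. Read-out: CCF4 FRET ratio 460nm/530nm (excitation 405nm) giving %Activity, fitted to AC50.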
Texas Red fluor – compounds fluorescent in Texas Red spectral region; Compound fluorescence, Texas Red channel, 547/618 nm; hits give high values; max dye-equivalent concentration, M; actives 0.06% (n = 59,000); AID 587; in the data active means max dye-equivalent concentration above about 10 nM; inconclusive means between about 1.1 nM and that limit
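qHTS profiling of intrinsic compound fluorescence; 100 mM Tris pH 8.0; 15 min RT; ex 547 / em 618 nm; response expressed as Texas Red dye-equivalent concentration from six-point plate standard.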
HBB splicing – alters splicing of the hemoglobin beta chain. HBB splicing reporter cell assay, activation; EGFP reporter with mutant IVS2-654 intron; response scale: normalised to 500 nM splice-correcting PNA. Potency, µM (doses to about 46.1 µM), without a hit: at the top dose activation, most hits filed as activators. actives 0.06% (n = 65,000). AID 925; further: potency means the concentration at half of the fitted maximal effect; 0% is about no effect
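HeLa cells stably expressing EGFP interrupted by mutant beta-globin intron 2 (IVS2-654), 500/well in 2% FCS. Treated with compound for 2 days at 37C. Splicing correction scored as total well GFP intensity (488 nm excitation, 500-520 nm emission); 500 nM antisense PNA served as control.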
Tau filament bind – binds recombinant human tau filaments; actives 2% (n = 71,000); recombinant tau filaments, thioflavin S fluorescence, 15 h; filaments grown with octadecylsulfate alongside compound; P10636; AID 596; Potency, µM (titrated, usually from 57.1 µM), inactives show at the highest dose activity change, negative = inhibition;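 further: potency means the concentration at half of the fitted maximal effect; on the % scale 0 is the no-effect control and ±100 the full control effect; actives lower thioflavin S fluorescence by blocking filaments or displacing dye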
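Assay mix: 1 uM His-tagged tau, 30 uM sodium octadecylsulfate, thioflavine S dye in HEPES/NaCl/DTT buffer. Compound is added prior to the inducer. Fluorescence after 15 h at 37 C.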
ERK AVP block – vasopressin-driven ERK pathway inhibition | HEK293-V1b, vasopressin-stimulated pERK AlphaScreen | Potency, µM (series often up to 57.5 µM), without a hit: top-dose activity, negative = inhibition, hits mostly inhibitors | actives 0.99% (n = 72,000) | AID 995; further: potency means the concentration at half of the fitted maximal effect; on the % scale 0 is the no-effect control and ±100 the full control effect; nearly all actives have a fitted effect of over 55% in size
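HEK293 cells stably expressing V1b receptor, seeded overnight in 1% FBS, were treated with compounds for 30 min at 37C, then stimulated 5 min with 25 nM vasopressin; phospho-ERK read by AlphaScreen SureFire after lysis.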
HADH2 inh – HADH2 (human) dehydrogenase inhibition; Q99714; recombinant HADH2, NADH fluorescence, beta-hydroxybutyryl-CoA; Potency, µM (top dose mostly 57.1 µM), for inactives: at the highest dose activity change, negative = inhibition, hits mostly inhibitors; actives 3.4% (n = 73,000); AID 886; further: potency means the concentration at half of the fitted maximal effect; on the % scale 0 is the no-effect control and ±100 the full control effect; nearly all actives have a fitted effect of over 60% in size; many of its hits are not listed in these tables
Target sequence (Q99714 whole entry, looked up, one chain of several): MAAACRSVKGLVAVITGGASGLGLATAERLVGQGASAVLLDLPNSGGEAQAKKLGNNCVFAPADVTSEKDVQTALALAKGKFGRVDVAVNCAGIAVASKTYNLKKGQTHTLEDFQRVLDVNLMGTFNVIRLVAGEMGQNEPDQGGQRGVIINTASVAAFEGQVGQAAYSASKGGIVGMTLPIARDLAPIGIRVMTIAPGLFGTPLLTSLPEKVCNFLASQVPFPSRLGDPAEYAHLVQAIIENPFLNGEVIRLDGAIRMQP
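Buffer 100 mM Tris-HCl pH 9.0/0.01% Tween-20; HADH2 20 nM; NAD+ 1 mM; beta-hydroxybutyryl-CoA 90 uM (all final). 15 min cpd preincubation, RT.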
DNA Pol III inh – DNA polymerase III holoenzyme inhibition; reconstituted DNA polymerase III holoenzyme replication, biochemical; Potency, µM (doses to about 57.1 µM), without a hit: at the highest dose activity change, negative = inhibition; actives 0.25% (n = 71,000); further: potency means the concentration at half of the fitted maximal effect; on the % scale 0 is the no-effect control and ±100 the full control effect
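Reconstituted *E. coli* holoenzyme (0.35 nM Pol III, 1 nM beta, 154 nM SSB, 2 nM primase) was preincubated with compound for 15 min at RT. Synthesis on 1.4 nM ssM13Gori ran 35 min, then was stopped with PicoGreen/EDTA and read as dsDNA fluorescence.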
* hit, by the source's call; i = inactive; ? = inconclusive; · = not tested or not shown; [ ] = dose if it differs, or a comment. Unless noted, the call rests on the fitted dose curve; in most records, active means well fitted curve in the direction sought with a large enough effect; inconclusive means small, poorly fitted or top-dose-only effect, or another doubt; inactive means no such curve, though single readings can be large; an effect the other way counts as inactive or inconclusive. Not all compounds are listed; rates above refer to the full screens.

1: Cc1ccc(-c2nnn(CCC(=O)N3CCCCC3C)n2)cc1 (stereo not given)
2: Cc1ccc(C2C(C(=O)c3cccs3)=C(O)C(=O)N2CCN2CCOCC2)o1 (stereo not given)
3: CCCCC(C=O)CC (stereo not given)
4: COc1cccc2sc(NC(=O)c3ccc(S(=O)(=O)N4CCOCC4)cc3)nc12
5: CCc1nc(SCc2cc(Cl)ccc2OC)n[nH]1
6: CCN(CC)S(=O)(=O)c1ccc(-c2nnc(SCC(=O)N3CCOCC3)o2)cc1
7: Nc1ccc2c(c1)COc1ccccc1O2
8: O=C1CC(Sc2nnc(-c3ccccc3O)o2)C(=O)N1c1ccccc1 (stereo not given)

Compound,1,2,3,4,5,6,7,8
15-hLO inh,8%,?,-2%,-13%,5%,2%,7%,-10%
Rhodamine autofl,i,i,·,i,i,i,i,i
Hsp90 Hop PPI,1%,-13%,0%,-2%,-3%,-3%,-12%,0%
Luciferase inh,1%,1%,·,2%,1%,-4%,1%,-5%
CRE-bla Fsk,?,?,-3%,3%,6%,-4%,1%,?
Texas Red fluor,i,i,·,i,?,?,i,i
HBB splicing,-1.5%,-1.4%,0.1%,-0.4%,2.2%[57.5 µM],-2.1%,-0.7%,-0.8%
Tau filament bind,6%,22%,-10%,-8%,-3%,-11%,-3%,6%
ERK AVP block,-4%,-18%,9%,?,-10%,3%,-8%,-19%
HADH2 inh,12%,-18%,-2%,19%,-14%,8%,-11%,-20%
DNA Pol III inh,-3%,-2%,0%,-2%,-7%,-3%,-2%,-10%

9: COc1ccc(NC(=O)c2cc(OC)c(OC)cc2OC)c(S(=O)(=O)N2CCOCC2)c1
10: Cc1ccc2nc(C(F)OC(F)(F)F)[nH]c2c1 (stereo not given)
11: Cc1ccc(S(=O)(=O)N2CCOCC2)cc1C(=O)NCc1cn2ccsc2n1
12: CCn1c(SCC(=O)NCc2ccco2)nc2c(c1=O)SC(C)C2 (stereo not given)
13: COc1c(F)c(F)c(C(=O)Nc2ccc3oc(-c4ccncc4)nc3c2)c(F)c1F
14: CC(=O)NCCOC(=O)Nc1cccnc1
15: CCOc1ccccc1NC(=O)CN(c1nccs1)S(=O)(=O)c1ccc(N)cc1
16: CC(NCc1ccco1)C(=O)N1CCc2ccccc2C1 (stereo not given)

Compound,9,10,11,12,13,14,15,16
15-hLO inh,15%,7%,3%,1%,-12%,-2%,15%,0%
Rhodamine autofl,i,i,i,i,i,·,i,i
Hsp90 Hop PPI,0%,0%,-5%,2%,1%,-2%,2%,-4%
Luciferase inh,1%,-8%,4%,-2%,1%,0%,3%,1%
CRE-bla Fsk,5%,-5%,-7%,-2%,4%,-1%,-4%,-4%
Texas Red fluor,i,i,?,i,i,·,i,i
HBB splicing,-0.2%[57.5 µM],-0.1%,-1.4%,-0.3%,0.4%,0.1%[9.22 µM],0.0%[57.5 µM],3.7%[57.5 µM]
Tau filament bind,6%,10%,1%,-6%,?,1%,8%,1%
ERK AVP block,-17%,2%,-3%,11%,6%,-13%,-19%,0%
HADH2 inh,18%,-6%,6%,-11%,31%[activator],-11%,16%,1%
DNA Pol III inh,-6%,-6%,-4%,-3%,-2%,-2%,-2%,3%

17: COc1cc2cc(C)c(SCC(=O)N3CCOCC3)nc2cc1OC
18: Nc1nc(SCc2ccc3c(c2)OCCO3)n[nH]1
19: c1ccc(Nc2nc(-c3ccoc3)nc3ccccc23)cc1
20: CCOC(=O)c1sc2ccc(S(=O)(=O)N3CCOCC3)cc2c1N
21: COc1ccc(C2C(C(=O)NCc3cccnc3)c3ccccc3C(=O)N2C)cc1OC (stereo not given)
22: O=C(c1ccco1)N1CCN(C(c2ccccc2)c2nnnn2Cc2cccs2)CC1 (stereo not given)
23: CCCCNC(=O)c1cc(-c2ccc(OC)cc2)on1
24: O=c1[nH]c(=O)n([C@H]2C[C@H](O)[C@H](CO)O2)cc1/C=C\Br

Compound,17,18,19,20,21,22,23,24
15-hLO inh,-2%,5%,-8%,-1%,-4%,-3%,2%,6%
Rhodamine autofl,i,i,i,i,i,i,i,i
Hsp90 Hop PPI,-2%,-4%,1%,5%,-3%,-1%,-2%,-1%
Luciferase inh,-5%,-10%,-12%[2.29 µM],4%,1%,1%,-6%,3%
CRE-bla Fsk,?,-2%,?,?,-13%,?,?,2%
Texas Red fluor,i,i,i,i,i,?,i,?
HBB splicing,-0.1%[57.5 µM],0.1%,0.3%,0.3%,-0.7%,-0.1%[57.5 µM],-1.2%,4.6%
Tau filament bind,16%,2%,13µM*,12%,-32%,-6%,-4%,4%
ERK AVP block,?,-15%,-28%,-10%,14%,28%,16%,-5%
HADH2 inh,-16%,1%,-27%,-7%,10%,12%,15%,-7%
DNA Pol III inh,-7%,-5%,-4%,-6%,-6%,-5%,1%,-4%

25: CCCN1C(=O)C2(/C(=C(\O)c3ccc4c(c3)OCCO4)C(=O)C(=O)N2CCCOC)c2ccccc21 (stereo not given)
26: O=C(O)c1cccc(NC(=O)c2cccc(S(=O)(=O)N3CCCCC3)c2)c1
27: COc1cc(SC)ccc1C(=O)Nc1ccc2c(c1)OCCO2
28: CCCc1nc(-c2ccccc2O)n(-c2ccccc2)n1
29: COc1cc2c(cc1OC)C(C(=O)O)C(c1ccc(C)o1)N(C)C2=O (stereo not given)
30: CCC(=O)N1c2ccc(S(=O)(=O)CCC(=O)N3CCN(c4ccccc4)CC3)cc2CC1C (stereo not given)
31: c1ccc(-c2n[nH]c3ccccc23)cc1
32: c1cnc(N2CCN(Cc3ccc4c(c3)OCO4)CC2)nc1

Compound,25,26,27,28,29,30,31,32
15-hLO inh,14%,12%,-15%,0%,6%,-2%,-6%,-1%[25.6 µM]
Rhodamine autofl,i,i,·,i,i,i,i,i
Hsp90 Hop PPI,1%,5%,4%,8%,-1%,7%,-1%,?
Luciferase inh,-2%,-11%,1.3µM*,0%,0%,-1%,-2%,1%
CRE-bla Fsk,4%,-13%,17%,?,4%,?,5%,-16%
Texas Red fluor,i,i,·,i,i,?,i,?
HBB splicing,-3.6%[57.5 µM],-1.8%,-1.3%,1.5%,0.3%,-0.5%,-0.3%[0.369 µM],2.1%[20.6 µM]
Tau filament bind,3%,3%,86%,-3%,3%,8%,-16%,?
ERK AVP block,5%,14%,-21%,-9%,5%,-6%,-9%,27%
HADH2 inh,-11%,0%,-5%,0%,5%,0%,-3%,-10%
DNA Pol III inh,-2%,-2%,-11%,0%,-2%,0%,-3%,1%

3 compounds from above, sorted by SMILES length, descending.
30: CCC(=O)N1c2ccc(S(=O)(=O)CCC(=O)N3CCN(c4ccccc4)CC3)cc2CC1C (stereo not given)
29: COc1cc2c(cc1OC)C(C(=O)O)C(c1ccc(C)o1)N(C)C2=O (stereo not given)
32: c1cnc(N2CCN(Cc3ccc4c(c3)OCO4)CC2)nc1

Compound,30,29,32
15-hLO inh,-2%,6%,-1%[25.6 µM]
Rhodamine autofl,i,i,i
Hsp90 Hop PPI,7%,-1%,?
Luciferase inh,-1%,0%,1%
CRE-bla Fsk,?,4%,-16%
Texas Red fluor,?,i,?
HBB splicing,-0.5%,0.3%,2.1%[20.6 µM]
Tau filament bind,8%,3%,?
ERK AVP block,-6%,5%,27%
HADH2 inh,0%,5%,-10%
DNA Pol III inh,0%,-2%,1%

(next part)
33: CC(=O)NCCOc1ccc(C(=O)O)cc1
34: CCCC1C2CN(C(C)=O)CC=C2C(C#N)=C(N)C1(C#N)C#N (stereo not given)
35: O=S(=O)(c1ccccc1)N1CCC[C@@]2(CCN(Cc3cc(C(F)(F)F)cc(C(F)(F)F)c3)C2)C1
36: Cc1ccc(OCC(O)CNS(=O)(=O)c2ccccc2C(=O)N2CCCCC2)cc1 (stereo not given)
37: CC(C)O
38: CCNC(=O)NC1(C(=O)Nc2ccc3c(c2)CCC3)CCCCC1

Compound,33,34,35,36,37,38
15-hLO inh,?,-16%,-14%,-2%,14%,1%
Rhodamine autofl,i,i,i,i,·,i
Hsp90 Hop PPI,-8%,-1%,-4%,-30%,?,1%
Luciferase inh,-4%,3%,-2%[11.4 µM],-1%,·,1%
CRE-bla Fsk,24%,2%,-10%,-16%,-10%,-5%
Texas Red fluor,i,i,i,i,·,i
HBB splicing,-2.8%,·,6.0%,-0.4%,1.6%,·
Tau filament bind,-6%,29%,-11%,1%,2%,-5%
ERK AVP block,?,-1%,17%,-19%,11%,-14%
HADH2 inh,?,4%,2%,6%,-2%,4%
DNA Pol III inh,-2%,-3%,-2%,-4%,0%,-6%
